# KB-V1 cytotox: KB-V1 MDR subline cytotoxicity; KB-V1 MDR cells viability, CellTiter-Glo, 72 h; Potency, µM (highest dose often 46.1 µM), for the others: at the top dose activity change, negative = cytotoxicity, actives largely listed as cytotoxic; 3.4% of 400,000 active; AID 1347076; also: potency is read from the fitted curve at half-maximal effect; % is scaled to controls: 0 for no effect and ±100 for the full control effect; nearly all actives have a fitted effect of over 60% in size
#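 Cytotoxicity via CellTiter-Glo luminescence after 72 h compound exposure at 37 degrees C. Cells: drug-selected KB-V1 line, DMEM phenol-red free plus 10% FBS. Compounds tested at multiple concentrations; normalized data fitted to concentration-effect curves.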
# WRN helicase inh: blocks human WRN helicase; Q14191; WRN helicase unwinding, fluorescent forked duplex, kinetic; Potency, µM (series often up to 114 µM), inactives show at the top dose activity change, negative = inhibition, usual class: inhibitors; 0.46% of 360,000 active; also: potency is read from the fitted curve at half-maximal effect; % is scaled to controls: 0 for no effect and ±100 for the full control effect; nearly all actives have a fitted effect of over 55% in size
# Target sequence (Q14191 whole entry, looked up): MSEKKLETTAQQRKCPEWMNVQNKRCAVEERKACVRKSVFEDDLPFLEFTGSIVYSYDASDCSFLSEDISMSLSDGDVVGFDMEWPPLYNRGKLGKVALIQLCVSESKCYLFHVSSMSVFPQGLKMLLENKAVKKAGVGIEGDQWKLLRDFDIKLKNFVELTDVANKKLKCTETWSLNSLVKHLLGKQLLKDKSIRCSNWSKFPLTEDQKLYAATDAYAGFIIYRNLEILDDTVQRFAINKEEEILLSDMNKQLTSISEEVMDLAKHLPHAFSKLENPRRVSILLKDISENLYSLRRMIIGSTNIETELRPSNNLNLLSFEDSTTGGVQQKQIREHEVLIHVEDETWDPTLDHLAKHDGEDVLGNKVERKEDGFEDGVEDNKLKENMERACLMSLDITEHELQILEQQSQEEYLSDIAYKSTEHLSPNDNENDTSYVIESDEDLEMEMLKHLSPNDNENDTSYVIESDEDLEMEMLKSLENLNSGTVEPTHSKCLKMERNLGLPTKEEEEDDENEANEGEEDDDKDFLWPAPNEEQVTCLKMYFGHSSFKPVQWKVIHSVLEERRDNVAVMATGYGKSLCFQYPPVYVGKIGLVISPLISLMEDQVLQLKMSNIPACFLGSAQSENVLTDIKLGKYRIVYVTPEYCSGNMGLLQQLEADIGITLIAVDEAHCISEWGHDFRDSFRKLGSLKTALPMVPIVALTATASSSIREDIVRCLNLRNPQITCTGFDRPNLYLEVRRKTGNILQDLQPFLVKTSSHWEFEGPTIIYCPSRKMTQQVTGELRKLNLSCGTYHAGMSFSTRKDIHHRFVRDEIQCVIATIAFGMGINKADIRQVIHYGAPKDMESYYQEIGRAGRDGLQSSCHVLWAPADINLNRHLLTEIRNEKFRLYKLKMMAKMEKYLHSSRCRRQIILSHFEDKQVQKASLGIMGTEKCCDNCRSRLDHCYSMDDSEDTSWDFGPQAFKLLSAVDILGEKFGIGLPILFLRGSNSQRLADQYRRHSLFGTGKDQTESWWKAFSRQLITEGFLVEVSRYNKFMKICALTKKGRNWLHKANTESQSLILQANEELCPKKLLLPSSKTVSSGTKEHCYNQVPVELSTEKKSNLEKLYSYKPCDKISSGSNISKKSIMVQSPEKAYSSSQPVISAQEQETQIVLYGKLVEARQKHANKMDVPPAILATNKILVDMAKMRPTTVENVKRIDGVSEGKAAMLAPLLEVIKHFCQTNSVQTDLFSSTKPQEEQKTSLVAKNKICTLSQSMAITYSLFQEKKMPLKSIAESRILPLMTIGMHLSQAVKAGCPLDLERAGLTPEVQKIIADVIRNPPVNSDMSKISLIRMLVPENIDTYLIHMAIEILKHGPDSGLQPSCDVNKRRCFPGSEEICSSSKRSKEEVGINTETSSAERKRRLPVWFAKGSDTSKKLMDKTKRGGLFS
#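 Screening of the MLSMR collection measured strand separation of a quenched forked DNA duplex (100 nM) by 20 nM WRN with 2 mM ATP, all final. Compounds were preincubated with enzyme 15 min at room temperature.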
# HT1080NT lethal: kills 2HG-producing HT-1080-NT fibrosarcoma cells; HT-1080-NT fibrosarcoma viability, CellTiter-Glo ATP luminescence, 48 h; Potency, µM (top dose mostly 46.1 µM), for inactives: top-dose activity, negative = less viability, most hits filed as cytotoxic; 1.6% of 360,000 active; AID 686970;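 also: NT is the 2HG producing partner of a matched IDH1 knockdown line; potency is read from the fitted curve at half-maximal effect; 0% = DMSO-treated cells and -100% = media-only wells without cells; nearly all actives have a fitted effect of over 55% in size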
#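 Luminescent CellTiter-Glo readout after 48 hours of compound exposure at 37 degrees C defined viability of HT-1080-NT cells. Activity was normalized to DMSO wells and cell-free media wells; concentration-response curves were fitted and assigned curve classes.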
# HT1080 IDH1KD tx: HT-1080 IDH1 knockdown cell toxicity (counter line) | 2% of 360,000 active | HT-1080 IDH1 knockdown viability, ATP luminescence, 48 h | Potency, µM (top dose mostly 46.1 µM), without a hit: at the top dose activity, negative = toxicity, actives largely listed as cytotoxic;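 also: potency is read from the fitted curve at half-maximal effect; 0% = DMSO wells and -100% = cell-free medium wells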
#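 % activity derives from luminescence (CellTiter-Glo), normalised to DMSO and no-cell wells. HT-1080-IDH1KD cells, 750/well, had 48 h compound exposure at 37 °C.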
# ATXN2 expr inh: ATXN2 expression inhibition; AID 1745845; Potency, µM (highest dose often 57 µM), without a hit: top-dose activity change, negative = inhibition, usual class: inhibitors; HEK-293 ATXN2-luciferase reporter, luminescence, 24 h; 0.72% of 360,000 active; also: potency is read from the fitted curve at half-maximal effect; % is scaled to controls: 0 for no effect and ±100 for the full control effect; nearly all actives have a fitted effect of over 55% in size
#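 qHTS (up to 57 uM final) was run with 24 h compound exposure of reporter cells at 37 °C. Each well was multiplexed: SteadyGlo luminescence measured ATXN2-luciferase expression after a fluorogenic Gly-Phe-AFC viability readout (25 uM final).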
# MCF10A rereplic: induces DNA re-replication in MCF 10a normal breast cells; MCF 10A DNA re-replication, Hoechst nuclear intensity, 48 h; Potency, µM (titrated, usually from 46.1 µM), without a hit: top-dose activity, positive = re-replication, hits mostly activators; 2.9% of 350,000 active; AID 624296; also: potency is read from the fitted curve at half-maximal effect; % of control where 0% means no effect; nearly all actives have a fitted effect of over 50% in size
# SW480 rerep: DNA re-replication induction in SW480 cells | 1.8% of 340,000 active | Potency, µM (doses to about 46.1 µM), for inactives: at the highest dose re-replication activation, actives largely listed as activators | SW480 DNA re-replication, Hoechst DNA content imaging, 48 h; also: potency is read from the fitted curve at half-maximal effect; % of control where 0% means no effect; nearly all actives have a fitted effect of over 55% in size
#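 Quantitative HTS format with DMSO vehicle controls; 48 hr drug incubation at 37 C, then 40 min Hoechst staining and scanning imager measurement at 405 nm excitation.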
# IL1B secr inh: inflammasome signaling inhibition, IL-1 beta readout. THP-1 LPS/ATP IL-1B secretion, AlphaLISA, 16 h; stronger effect = lower value. activity change, % at 57.5 µM. 4.7% of 360,000 active. AID 743279; in the data active = activity change below about -50%; inconclusive = mostly about -30% to -49%; also: % is scaled to controls: 0 for no effect and ±100 for the full control effect
#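 THP-1 cells pretreated 1 hr with compounds (up to 57.5 uM final), then stimulated with LPS (250 ng/mL final) plus ATP (1.25 mM final); secreted IL-1B measured by AlphaLISA after 16 hr, decreased signal indicating inhibition.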
# KB-3-1 tox: KB-3-1 parental cell cytotoxicity; KB-3-1 viability, CellTiter-Glo ATP luminescence, 72 h; Potency, µM (series often up to 46.1 µM), for inactives: top-dose activity change, negative = cytotoxic, most hits filed as cytotoxic; 1.4% of 400,000 active; AID 1347075; also: potency is read from the fitted curve at half-maximal effect; % is scaled to controls: 0 for no effect and ±100 for the full control effect; nearly all actives have a fitted effect of over 60% in size
#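 KB-3-1 cells, DMEM (no phenol red) + 10% FBS; compound by pin transfer, 72 h, 37 °C. Readout: CellTiter-Glo luminescence after 10 min. Data normalized, curve-fitted.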
# Numbers without * were called inactive; i = inactive; ? = inconclusive; . = not tested or not shown; [ ] = another dose, or the depositor's remark. Unless noted, calls follow the shape of the dose curve; as a rule, active = well fitted curve in the direction sought with a large enough effect; inconclusive = small, poorly fitted or top-dose-only effect, or another doubt; inactive = no such curve, though single readings can be large; an effect the other way counts as inactive or inconclusive. The order is random; about 12% have a hit in one of these screens.
1. CCOCCCNC(=O)C(NC(=O)c1ccc(NC(C)=O)cc1)c1ccc(C)cc1 (centres undefined)
2. COc1ccc(CNC(=O)N2[C@H]3CC[C@@H]2C=C(c2ccc(F)cc2OCc2ccccc2)C3)cc1OC
3. Cc1cc(C)n2nc(Sc3ncccc3[N+](=O)[O-])nc2n1
4. Cc1onc(-c2c(Cl)cccc2Cl)c1C(=O)N1CCSCC1
5. CC1CCN(c2nc(CN3CCCCC3)nc3scc(-c4ccccc4)c23)CC1
6. Cc1ccc2c([N+](=O)[O-])cccc2n1
7. CSC[C@H]1CN(Cc2ccccc2)C(=O)[C@@H]1CC(=O)Nc1ccc(Br)cc1
8. CCn1cc([N+](=O)[O-])c(C(=O)Nc2cc(C)on2)n1
Compound,1,2,3,4,5,6,7,8
KB-V1 cytotox,0.9%,?,6.7%,12.1%,?,-5.8%,?,0.0%
WRN helicase inh,-34.5%[57.1 µM],-7.7%,4.8%,0.1%,-14.7%[57.1 µM],-27.1%,11.1%,-18.0%
HT1080NT lethal,-18.4%,12.7%,-1.4%,-2.3%,-1.3%,-1.2%,-1.8%,18.5%
HT1080 IDH1KD tx,-11.3%,-2.0%,-0.5%,2.5%,2.1%,-1.5%,2.0%,14.8%
ATXN2 expr inh,3.9%,63.7%[activator],.,0.0%,?,-5.2%,0.0%,0.5%
MCF10A rereplic,0.3%,.,2.6%,4.2%,1.6%,0.9%,.,-3.6%
SW480 rerep,0.0%,.,-26.5%,-0.2%,-6.6%,1.0%,.,-2.5%
IL1B secr inh,-10.2,-13.8,16.6,28.1,-73.6*,0.0,3.5,11.5
KB-3-1 tox,33.1%,-29.0%,6.2%,-1.1%,?,7.8%,-18.6%,0.9%

9. CC(C)N1CCC1(C)C(=O)Nc1nc2ccccc2[nH]1 (centres undefined)
10. O=C(CSc1ncn[nH]1)Nc1nc(-c2cccc([N+](=O)[O-])c2)cs1
11. COc1ccc(Cc2nc3ccc(C(=O)N(C)CCn4ccnc4)cc3o2)cc1OC
12. COc1cccc2sc3ccc(C#CC4(N)CCCCC4)cc3c(=O)c12
13. C(=C/c1ccnc2nc(SC/C=C/c3ccccc3)nn12)/c1ccccc1
14. COC(=O)C(=O)Nc1nnc(COc2ccccc2)s1
15. N#C/C(=N\Nc1cccc(C(F)(F)F)c1)C(=O)c1ccsc1
16. CCOc1ccccc1/C=N/NC(=O)c1c(C)nc2ccc(Br)cn12
Compound,9,10,11,12,13,14,15,16
KB-V1 cytotox,16.4%,2.1%,14.0%,5.3%,16.4µM*,21.6%,3.26µM*,-0.5%
WRN helicase inh,8.4%,-3.4%,4.0%[57.1 µM],40.6%[activator],-12.2%,-5.6%,-17.3%,1.5%
HT1080NT lethal,-0.4%,-13.4%,3.0%,-14.6%,-17.3%,-2.3%,4.61µM*,0.3%
HT1080 IDH1KD tx,0.0%,-17.9%,-4.4%,-14.4%,-0.7%,-3.6%,?,-5.8%
ATXN2 expr inh,18.6%,-25.7%,26.2%,-30.7%,-12.9%,1.4%,.,-19.6%
MCF10A rereplic,.,10.5%,8.6%,?,?,?,?,-7.0%
SW480 rerep,.,-1.4%,-8.0%,27.5%,?,7.7%,-14.7%,-1.0%
IL1B secr inh,10.9,-5.3,0.2,-61.1*,?,15.2,?,31.1
KB-3-1 tox,0.0%,-4.2%,4.1%,?,-2.4%,-1.7%,16.4µM*,11.4%

# One compound at a time, from the list above:
# Profile of `CC(C)N1CCC1(C)C(=O)Nc1nc2ccccc2[nH]1` (centres undefined) → KB-V1 cytotox = 16.4%; WRN helicase inh = 8.4%; HT1080NT lethal = -0.4%; HT1080 IDH1KD tx = 0.0%; ATXN2 expr inh = 18.6%; MCF10A rereplic = .; SW480 rerep = .; IL1B secr inh = 10.9; KB-3-1 tox = 0.0%
# Profile of `C(=C/c1ccnc2nc(SC/C=C/c3ccccc3)nn12)/c1ccccc1` → KB-V1 cytotox = 16.4µM*; WRN helicase inh = -12.2%; HT1080NT lethal = -17.3%; HT1080 IDH1KD tx = -0.7%; ATXN2 expr inh = -12.9%; MCF10A rereplic = ?; SW480 rerep = ?; IL1B secr inh = ?; KB-3-1 tox = -2.4%

# (more compounds)
17. Cc1ccc(C(=O)O)cc1S(=O)(=O)N1CCCC1
18. COc1cc2c(cc1OC)C(c1ccc(Cl)cc1)CC(=O)N2 (centres undefined)
19. CC(C)c1ccc(C(CC(=O)O)NC(=O)c2cccs2)cc1 (centres undefined)
20. CCCNC(=O)c1cccc(Cn2nc(C)c(Br)c2C)c1
21. CC(SCc1ccccc1)C(=O)N/N=C/c1ccc2c(c1)OCO2 (centres undefined)
22. CCN1CCN(CC(=O)Nc2cc(S(=O)(=O)N(CC)c3ccccc3)ccc2Cl)CC1
23. CC(C)NC(=O)C1(C)CCCCN1Cc1ccc(OCc2ccccc2)cc1 (centres undefined)
24. COC(=O)[C@H]1C[C@H](OC(=O)NCc2ccco2)[C@@]2(O)CN(S(=O)(=O)c3ccc(C)cc3)CC2[C@H]1C(=O)OC (some centres undefined)
Compound,17,18,19,20,21,22,23,24
KB-V1 cytotox,-0.5%,1.8%,2.2%,?,0.0%,1.0%,?,10.1%
WRN helicase inh,5.1%,7.4%,-7.7%,1.5%,0.2%[57.1 µM],0.2%,-1.7%[57.1 µM],-1.1%
HT1080NT lethal,15.2%,0.9%,2.9%,-16.1%,12.0%,?,?,3.3%
HT1080 IDH1KD tx,13.2%,-9.0%,9.5%,-15.6%,7.5%,?,?,8.7%
ATXN2 expr inh,-3.9%,2.0%,16.1%,-5.1%,5.5%,-13.9%,-19.5%,7.0%
MCF10A rereplic,-1.6%,-3.7%[9.22 µM],?,-15.7%,7.0%,20.6µM*,.,.
SW480 rerep,-0.8%,-46.5%[inhibitor],2.9%,1.4%[9.22 µM],-4.2%,?,.,.
IL1B secr inh,-5.5,-10.7,0.0,-10.2,1.7,?,1.7,-64.5*
KB-3-1 tox,2.6%,1.5%,7.9%,-3.2%,-0.1%,-2.1%,16.4µM*,4.7%

25. Cc1nc2sc(C(c3ccc(Cl)cc3)N3CCN(C(=O)c4ccco4)CC3)c(O)n2n1 (centres undefined)
26. Cc1ccc2c(c1)nnn2C1CCN(CC(=O)NCc2ccccc2F)CC1
27. CCCC1(CCC)NC(=O)N(CC(=O)c2cc(C)n(-c3ccc4c(c3)OCO4)c2C)C1=O
28. CC(=O)Oc1ccc2c3c(c(=O)oc2c1)CCCC3
29. CN(Cc1ccccc1F)C(=O)c1cccc(NC(=O)CC2SC(N3CCCCC3)=NC2=O)c1 (centres undefined)
30. COc1ccccc1OCC(=O)N1CCN(S(=O)(=O)c2ccc(Cl)cc2)CC1
31. COc1cc(C(=O)NCC(C)C)c([N+](=O)[O-])cc1OC
32. CCOC(=O)CC(NC(=O)c1cccc2c1C(=O)N(Cc1cccnc1)C2)c1ccc(OCC)c(OC)c1 (centres undefined)
Compound,25,26,27,28,29,30,31,32
KB-V1 cytotox,27.1%,-16.0%,-28.3%,15.9%,-1.5%,-12.0%,-13.2%,-4.1%
WRN helicase inh,-2.3%,-3.0%,-29.5%[57.1 µM],-3.0%,5.9%,5.2%,2.1%,5.5%
HT1080NT lethal,-15.9%,2.5%,-8.1%,7.2%,-7.9%,12.1%,0.3%,0.6%
HT1080 IDH1KD tx,-0.7%,-1.7%,-9.9%,8.0%,-9.7%,16.7%,22.3%,3.5%
ATXN2 expr inh,-12.1%,-16.9%,-10.9%,.,-11.7%,6.8%,-1.0%,-7.8%
MCF10A rereplic,0.0%,8.7%,-0.5%,1.3%,6.3%,23.3%,-1.4%,?
SW480 rerep,-3.3%,3.4%,7.6%,1.3%,0.8%,0.8%,-11.6%,5.5%
IL1B secr inh,-4.4,?,-11.7,34.0,-1.1,-2.5,6.2,-13.6
KB-3-1 tox,-4.2%,3.2%,11.9%,2.0%,-11.4%,2.1%,3.0%,-13.7%

33. CCOC(=O)N1CCC(NC(=O)Cn2cc3c(n2)CCCC3)CC1
34. Cc1cc(NC(=O)CSc2nnc(N)s2)c([N+](=O)[O-])cc1C
35. O=C(CN1C(=O)NC2(CCCCC2)C1=O)N1CCN(S(=O)(=O)c2ccc(Cl)s2)CC1
36. COc1ccc(N2CCN(CCS(=O)(=O)c3cc(Cl)ccc3Cl)CC2)cc1
37. Nc1cccc2[nH]c(=O)c3ccccc3c12
38. Oc1nc(Nc2ccccc2)sc1/C=C1\C=Nc2ccccc21
39. CCCCCN(C(=O)CCC(=O)OCC(=O)N1C(C)CCCC1C)c1c(N)n(CCCC)c(=O)[nH]c1=O (centres undefined)
40. COc1ccccc1/C=C/C=N/NC(=O)Cc1cccn1C
Compound,33,34,35,36,37,38,39,40
KB-V1 cytotox,-13.1%,?,0.0%,-1.9%,-18.6%,-13.2%,0.1%,-25.5%
WRN helicase inh,3.2%,-3.8%,-2.4%,-5.6%,-7.8%,-17.9%,-14.7%,-5.4%[57.1 µM]
HT1080NT lethal,6.1%,-0.8%,4.2%,-4.8%,-6.4%,-8.7%,1.9%,-5.1%
HT1080 IDH1KD tx,8.7%,4.2%,-1.4%,-1.7%,-20.3%,-8.2%,15.2%,-2.3%
ATXN2 expr inh,10.1%,-9.1%,-8.6%,8.1%,2.8%,.,1.9%,16.1%
MCF10A rereplic,-3.4%,9.0%,1.6%,5.8µM*,4.4%,20.6µM*,-2.6%,-76.1%[inhibitor]
SW480 rerep,-1.7%,-3.7%,-30.2%[inhibitor],7.31µM*,15.1%,15.8%,-8.2%,?
IL1B secr inh,12.3,12.6,-22.1,-15.6,-7.8,32.2,i,-16.2
KB-3-1 tox,8.6%,0.3%,-1.2%,4.8%,?,-7.1%,1.9%,?

# Source: PubChem BioAssay
